Dyrk1A ADPGlo: Dyrk1A (rat) kinase inhibition; Q63470; ADP-Glo luminescence, NFATc1 peptide; inhibition, % at 12.5 µM; 310,000 compounds, 0.43% hits; in the data active = inhibition above about 50%;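 note: plate controls were vehicle with enzyme for no effect and no enzyme for full effect; many of its hits are not listed in these tables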
HDAC3 inh: human HDAC3 inhibition; AID 2718; 320,000 compounds, 0.15% hits; inhibition, % at 8.3 µM; recombinant HDAC3, fluorogenic peptide/trypsin coupled, fluorescence; in the data active = inhibition above about 26%, passing the limit was not always enough; inconclusive = no clear call, values can overlap the other calls
hERG rescue: compounds protecting human hERG from proarrhythmic drug block. CHO-hERG, FluxOR thallium flux, dofetilide IC70 present. 310,000 compounds, 0.51% hits. Q12809. activation (rescue from dofetilide block), less the hit threshold, % at 10 µM;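 active = activation above the mean of controls blocked by dofetilide plus 5 SD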;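 note: thallium influx through hERG after potassium depolarization seen as dye fluorescence rise; in these data hits start at about 4.7%; inactives centre near -7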
KCNQ1 inh: inhibitors of human KCNQ1 potassium channel; CHO-K1 KCNQ1, FluxOR thallium flux fluorescence; active compounds read high; B-score at 10 µM; 310,000 compounds, 1.3% hits;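 active = compounds whose thallium flux B-score, printed positive for inhibition, exceeds three library SD while starting fluorescence stays within three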;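 note: channel opened by potassium depolarization with thallium stimulus after 20 min compound exposure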
TRPC4 agonist: opens the mouse TRPC4 cation channel; B-score at 10 µM; Q9QUQ5; HEK293 TRPC4beta/mu-opioid, Fluo4 calcium fluorescence; active compounds read high; AID 2237; 310,000 compounds, 0.49% hits;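 active = B-score above 5 SD of library B-scores, and initial fluorescence ratio not above library mean plus 5 SD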;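 note: positive B-score marks a calcium rise read as TRPC4 activation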
Target sequence (Q9QUQ5 whole entry, looked up): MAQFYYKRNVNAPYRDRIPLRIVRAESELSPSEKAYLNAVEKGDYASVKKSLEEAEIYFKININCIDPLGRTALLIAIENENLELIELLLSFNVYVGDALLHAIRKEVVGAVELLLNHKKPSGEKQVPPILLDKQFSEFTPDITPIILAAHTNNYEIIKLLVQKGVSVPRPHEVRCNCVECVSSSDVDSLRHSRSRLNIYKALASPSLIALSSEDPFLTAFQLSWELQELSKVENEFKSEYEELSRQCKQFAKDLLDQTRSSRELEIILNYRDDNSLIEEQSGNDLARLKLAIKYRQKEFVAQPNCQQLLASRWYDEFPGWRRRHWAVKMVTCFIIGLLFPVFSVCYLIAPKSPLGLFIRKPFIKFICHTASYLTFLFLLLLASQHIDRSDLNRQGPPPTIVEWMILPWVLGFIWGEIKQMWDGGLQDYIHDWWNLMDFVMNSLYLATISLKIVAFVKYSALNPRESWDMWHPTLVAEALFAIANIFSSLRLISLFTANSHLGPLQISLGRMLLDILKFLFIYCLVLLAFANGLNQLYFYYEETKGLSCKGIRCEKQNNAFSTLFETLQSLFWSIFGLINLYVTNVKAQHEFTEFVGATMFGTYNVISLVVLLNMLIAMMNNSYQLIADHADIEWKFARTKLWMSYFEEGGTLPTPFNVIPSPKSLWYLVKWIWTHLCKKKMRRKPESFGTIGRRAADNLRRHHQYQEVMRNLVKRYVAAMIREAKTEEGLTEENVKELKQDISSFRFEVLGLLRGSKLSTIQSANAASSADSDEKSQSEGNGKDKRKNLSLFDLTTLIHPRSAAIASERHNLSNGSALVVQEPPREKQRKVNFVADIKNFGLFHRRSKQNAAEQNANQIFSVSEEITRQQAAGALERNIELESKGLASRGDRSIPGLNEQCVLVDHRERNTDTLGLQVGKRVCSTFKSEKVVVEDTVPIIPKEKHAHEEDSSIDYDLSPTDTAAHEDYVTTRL
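Assay system: HEK293 stable line with TRPC4beta plus mu-opioid receptor. Times: dye 45 min RT, read 110 s. Measured by: kinetic Fluo4 calcium fluorescence. Measure: B score of integrated ratio. Controls: assay buffer as low control, maximal DAMGO as high control.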
TRPC4 potent: allosteric potentiators of mouse TRPC4 channel | HEK293 TRPC4beta/mu-opioid, DAMGO EC20, Fluo-4 Ca2+ flux; active compounds read high | 310,000 compounds, 0.42% hits | Q9QUQ5 | B-score at 10 µM | AID 2227;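 active = B-score of calcium response area above 5 SD of library B-scores, with initial fluorescence ratio within 5 SD of library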;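 note: B-score of integrated fluorescence ratio over time as area under calcium response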
TMEM16A act: activates or potentiates the mouse TMEM16A chloride channel. B-score at 10 µM. Q8BHY3. 340,000 compounds, 0.3% hits. HEK293 TMEM16A/YFP-H148Q/I152L, iodide quench fluorescence; active compounds read low. AID 623877;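 active = fluorescence-ratio B-score plate-corrected deviation score at least 3 library SD below zero, with starting fluorescence score within 5 deviations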;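 note: channel opened by trigger with iodide after compound preincubation; score built on the fluorescence ratio of max minus min over baseline; more negative score means more quench and so TMEM16A activation or potentiation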
KCNK3 inh: human KCNK3 channel inhibition, primary screen; O14649; CHO-KCNK3 thallium flux, FluxOR fluorescence; active compounds read low; B-score at 10 µM; 340,000 compounds, 0.84% hits; AID 602410;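 active = B-score under library mean minus 4 SD, starting fluorescence ratio at most library mean plus 5 SD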;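 note: more negative B-score means stronger inhibition of thallium flux through KCNK3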
KCNK9 block: inhibitors of human KCNK9 two-pore domain potassium channel | HEK293 KCNK9, FluxOR thallium flux fluorescence; active compounds read low | B-score at 10 µM | Q9NPC2 | 310,000 compounds, 1.2% hits | AID 488922;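 active = ratio B-score over 3 SD below the library mean, with starting fluorescence within 5 SD of its mean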;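 note: negative B-score means less thallium flux so channel inhibition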
ANO1 block: inhibitors of mouse TMEM16A calcium-activated chloride channel | Q8BHY3 | HEK293 TMEM16A/YFP iodide influx fluorescence, ionomycin | normalized B-score (activity score, 25-100; higher = stronger inhibition) at 10 µM | 310,000 compounds, 1.2% hits | AID 588511;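 active = ratio plate-corrected score three or more library SD toward inhibition, starting fluorescence score within five deviations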;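 note: score derived from kinetic fluorescence span divided by baseline fluorescence per well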
KCNQ1 pot: potentiates or activates the human KCNQ1 potassium channel | P51787 | CHO-K1 KCNQ1, thallium flux FluxOR fluorescence; active compounds read high | B-score at 10 µM | 310,000 compounds, 0.35% hits | AID 2648;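 active = fluorescence ratio B-score, a plate-corrected score, at least three library SD, with initial intensity B-score within 5 SD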
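assay system = KCNQ1-transfected CHO-K1 cells | medium = assay buffer with matched DMSO | probe or stimulus = depolarizing K+/Tl+ stimulus, K2SO4 and Tl2SO4 each 12.5 mM in 5x stock | dosing = single dose | incubation = dye 90 min, compound 20 min, room temperature | detection = kinetic FluxOR fluorescence, 10 s baseline plus 110 s post-stimulus | evaluation = ratio B score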
The depositor's hits bear a star; i = inactive; u = inconclusive; x = no result given. Only part of the results is shown; rates above refer to the full screens.

structure,Dyrk1A ADPGlo,HDAC3 inh,hERG rescue,KCNQ1 inh,TRPC4 agonist,TRPC4 potent,TMEM16A act,KCNK3 inh,KCNK9 block,ANO1 block,KCNQ1 pot
NC(=O)c1nc(-c2ccccc2)c(-c2ccccc2)[nH]c1=O,3.3,-17.2,-12.1,i,i,i,i,i,i,i,i
COc1ccc2[nH]c3c(c2c1)CCNC3C1CC=C(C)CC1 (stereo not drawn),0.9,1.2,-10.1,i,i,i,i,i,i,i,i
O=C(c1ccccc1-c1nc2ccccc2[nH]1)N1CCCCC1,1.4,-5.0,x,x,x,x,i,i,x,i,x
C=CCC(NCc1ccco1)c1ccc(OC)c(OC)c1 (stereo not drawn),12.2,-4.4,-9.0,i,i,i,i,i,i,i,i
CC(=O)Cc1nsc(NC(=O)c2ccc(-c3cccc(Cl)c3)o2)n1,16.7,-5.0,-10.9,i,i,i,i,i,i,i,i
CC(=O)c1ccc(Oc2nc(-c3cccnc3)nc3ccccc23)cc1,-1.3,-6.6,-6.7,i,i,i,i,i,i,i,i
CCn1c(SCC(=O)Nc2sc3c(c2C#N)CCCC3)nnc1-c1ccco1,-3.9,4.3,-8.3,i,i,i,i,i,i,i,i
Cc1ccc([N+](=O)[O-])cc1S(=O)(=O)Nc1cccc(-c2ccc(N3CCOCC3)nn2)c1,14.3,7.0,-6.2,i,i,i,i,i,i,i,i
O=C1CC(c2ccco2)CC(O)=C1C=Nc1cc(Cl)cc(Cl)c1 (stereo not drawn),9.6,-7.5,-5.7,i,i,i,i,i,i,i,i
CCc1cc2cccc(C)c2nc1SCC(=O)Nc1cc(C)on1,-6.1,-0.8,-4.9,i,i,i,i,i,i,i,i
COc1ccc(-c2nnc(SCc3c(C)noc3C)n2N)cc1OC,-5.0,4.0,-8.9,i,i,i,i,i,i,i,i
CC(C)C1CC(c2ccccc2)(C(CN)CO)CCO1 (stereo not drawn),-2.1,u,-4.1,i,i,i,i,i,i,i,i
COC(=O)[C@@]12CCCN1[C@H](c1ccc(-c3ccc(OC)cc3)c(OC)c1)[C@H]1C(=O)N(C)C(=O)[C@H]12,1.3,-2.7,-14.6,i,i,i,i,i,i,i,i
Cc1cc(C)cc(C(=O)NCC(=O)OCC(=O)N2c3ccccc3NC(=O)C2(C)C)c1,-2.0,-7.5,-7.1,i,i,i,i,i,i,i,i
Cc1nn(-c2cc(N3CCCCCC3)ccc2[N+](=O)[O-])c(=O)c2ccccc12,-1.4,6.6,-5.4,i,i,i,i,i,i,i,i
O=C(NCc1ccc2c(c1)OCO2)c1ccco1,4.0,-1.0,-12.8,i,i,i,i,i,i,i,i
CCc1ccc(-n2c(=O)c3c(C)c(C(=O)N(C)C)sc3n(CC(=O)NCc3ccco3)c2=O)cc1,0.6,-2.2,-2.5,i,i,i,i,i,i,i,i
COc1ccc(-n2cc(-c3ccccc3)[n+]3c2CCCCC3)cc1,5.7,-4.8,-17.4,i,i,i,i,i,i,i,i
COc1ccc(NC(=O)CN2CCN(C(=O)N3CCOCC3)CC2)cc1,1.7,-1.6,-2.1,i,i,i,i,i,i,i,i
O=C(O)c1ccc(N=Cc2nc(-c3ccco3)oc2O)cc1,10.4,5.7,-3.8,i,i,i,i,i,i,i,i
COc1cc(/C=N/NS(=O)(=O)c2ccc(C(C)(C)C)cc2)cc([N+](=O)[O-])c1O,-3.0,6.4,-6.0,i,i,i,i,i,i,i,i
CCn1c(C(C)NC(=O)c2ccc(Cl)cc2)n[nH]c1=S (stereo not drawn),x,-15.5,-5.2,i,i,i,i,i,i,i,i
CCOC(=O)c1c(NC2=NS(=O)(=O)c3ccccc32)sc2c1CCC(C)C2 (stereo not drawn),0.1,-1.7,-5.2,i,i,i,i,i,i,i,i
CCOCCCNC(=S)N1CCC(C(=O)c2ccc(C)cc2)CC1,-8.0,1.3,-6.1,i,i,i,i,i,i,i,i
CCOc1cccc(/C=N/N2C(C)CCCC2C)c1O (stereo not drawn),2.1,0.2,-5.6,i,i,i,i,i,i,i,i
O=C(C1=C[C@@H](C2CCCCC2)C[C@@H](OCc2ccc(CO)cc2)O1)N1CCN(Cc2ccc3c(c2)OCO3)CC1,-0.7,3.7,-6.6,i,i,i,i,i,i,i,i
CCOc1ccc(N(C)S(=O)(=O)c2ccc3[nH]cc(C(=O)NCCOC)c(=O)c3c2)cc1,-2.9,-4.0,-22.9,i,i,i,i,i,i,i,i
Cc1ccc(C(=O)N2CCC3(CC2)Oc2ccc(Cl)cc2C(=O)C32CC(c3ccc(Cl)cc3)=NO2)s1 (stereo not drawn),3.4,0.9,0.4,i,i,i,i,i,i,i,i
CC(C)CSC1=NSC2=NC(=O)/C(=C\c3cccs3)C(=N)N12,6.5,5.5,-1.5,i,i,i,i,i,i,i,8*
O=C(Oc1c(Br)cc([N+](=O)[O-])cc1Br)c1cccnc1,4.3,-1.1,-12.7,7*,i,i,i,i,i,i,i
Cc1ccc(O)c(NC(=O)C2CCCCC2)c1,2.2,3.0,-4.8,i,i,i,i,i,i,i,i
CCCCn1nnnc1SCC(=O)c1cc(Cl)ccc1OC,-0.5,1.0,-10.8,i,i,i,i,i,i,i,i
O=C(Nc1cccnc1)c1cccnc1Cl,5.6,-5.4,-9.0,i,i,i,i,i,i,i,i
Cc1ccc2nc3n(c(=O)c2c1)CCCCC3,-4.5,-1.4,-11.8,i,i,i,i,i,i,i,i
NC(=S)N=Nc1c(O)n(Cc2ccc(F)cc2)c2ccccc12,-17.0,x,-7.6,i,i,i,i,i,i,i,i
CSc1ccccc1NC(=O)COc1nsnc1N1CCOCC1,2.1,1.5,-2.4,i,i,i,i,i,i,i,i
O=C(N/N=C/c1ccc(O)cc1)Nc1cccc2nsnc12,x,7.6,-13.3,i,i,i,i,i,i,i,i
Cc1ccc(-n2nc3ccc(NC(=O)/C=C/c4ccco4)cc3n2)cc1,-7.4,2.2,-7.7,i,i,i,i,i,i,i,i
O=C(CCc1ccccc1)c1nnc(-c2ccccc2)o1,-6.3,14.2,-16.2,i,i,i,i,i,i,i,i
O=C(O)C(Cc1c[nH]c2ccccc12)N1C(=O)c2ccccc2C1=O (stereo not drawn),-1.2,-1.3,-8.9,i,i,i,i,i,i,i,i
Cc1cc(C)n2nnnc2n1,9.6,0.7,-10.5,i,i,i,i,i,i,i,i
CCOc1ccc(CCNC(=O)CS(=O)(=O)Cc2nc(-c3ccc(OC)cc3)oc2C)cc1,-1.5,1.9,-5.4,i,i,i,i,i,i,i,i
CCC(c1nnnn1CCc1ccccc1)N1CCN(c2ccc(OC)cc2)CC1 (stereo not drawn),-9.7,-0.4,-0.1,i,i,i,i,i,i,i,i
COc1ccc(C(C(=O)NC(C)(C)C)N(C(=O)CCC(=O)Nc2cc(C)on2)c2ccccc2F)cc1 (stereo not drawn),-5.9,10.5,-6.1,i,i,i,i,i,i,i,i
Cc1ccccc1NC(C)C(=O)N/N=C/c1ccccc1OCc1cccc(Br)c1 (stereo not drawn),4.5,12.0,-10.1,i,i,i,i,-10.5*,i,i,i
CCS(=O)(=O)n1nc(-c2ccccc2)nc1NCc1ccco1,-6.9,-2.4,-9.2,i,i,i,i,i,i,i,i
CCOc1ccc(NC(=O)C/C(C)=N/NC(=O)COc2ccc(Br)cc2C)cc1,-10.2,0.7,-6.3,i,i,i,i,i,i,i,i
CCS(=O)(=O)c1ccc(O)c(NC(=O)Nc2cccc3ccccc23)c1,11.8,-0.2,-10.6,i,i,i,i,i,i,i,i
COc1ccc(-c2nc(-c3ccc(C(=O)O)cc3)no2)cc1,9.3,-6.4,-4.4,i,i,i,i,i,i,i,i
Cn1cnnc1SCC(=O)Nc1ccccc1F,-12.8,-6.8,-21.2,i,i,i,i,i,i,i,i
CN(CCO)c1nc(N)c(C#N)c(CC#N)c1C#N,-1.8,-4.3,-8.1,i,i,i,i,i,i,i,i
Cc1cc(C(F)F)n2nc(C(=O)Nc3ccc(S(=O)(=O)N4CCCCCC4)cc3)nc2n1,x,-1.9,-7.0,i,i,i,i,i,i,i,i
COc1ccc(Cl)cc1N(C(C)=O)c1nc(C)cc(C)c1C#N,15.3,7.3,-1.9,i,i,i,i,i,i,i,i
CN(Cc1c(C(=O)N/N=C/c2ccccc2)nnn1-c1nonc1N)c1ccccc1,0.8,5.7,-3.8,i,i,i,i,i,i,i,i
O=c1[nH]nnc2c1sc1nc(N3CCOCC3)c3c(c12)CCCC3,-1.7,3.5,-13.7,i,i,i,i,i,i,i,i
COC(=O)/C=C/c1ccc(-n2ccnc2)cc1,-3.9,-3.0,-3.1,i,i,i,i,i,i,i,i

Next section.
structure,Dyrk1A ADPGlo,HDAC3 inh,hERG rescue,KCNQ1 inh,TRPC4 agonist,TRPC4 potent,TMEM16A act,KCNK3 inh,KCNK9 block,ANO1 block,KCNQ1 pot
Cc1cc(C)nc(NN2C(=O)/C(=C/c3ccccc3)SC2=S)n1,-0.4,u,-3.8,i,i,i,i,i,i,i,i
CCCCc1nc2ccccc2[nH]1,0.7,-3.3,-1.8,i,i,i,i,i,i,i,i
Cn1c(-c2nnn(-c3ccc(F)cc3)n2)cc2ccccc21,x,-0.1,-2.9,i,i,i,x,x,i,i,i
O=C1CCCN2N=C(SCC(=O)Nc3ccc(Br)cc3)SC2=N1,x,-3.9,-4.3,i,i,i,i,i,i,i,i
CCCCNC(=O)c1cc2c(=O)n3cccc(C)c3nc2s1,-6.1,-17.9,-8.6,i,i,i,i,i,i,i,i
COc1ccccc1CNC(=O)CN1C(=O)NC(C)(c2ccc(C(C)(C)C)cc2)C1=O (stereo not drawn),-5.4,1.1,-1.5,i,i,i,i,i,i,i,i
CNC(=O)c1ccccc1F,-3.1,7.4,-11.6,i,i,i,i,i,i,i,i
O=C(NCC1CCCO1)c1nn2c(c1Cl)NC(c1ccc(F)cc1)CC2C(F)(F)F (stereo not drawn),-3.5,3.0,x,x,x,x,i,i,x,i,x
O=C(N/N=C/c1cc(Br)c(O)c(Br)c1)c1cccnc1,2.4,-0.1,-8.8,i,i,i,i,i,i,i,i
CC1CCCC(NC(=O)C2CCN(S(=O)(=O)c3cccc4nonc34)CC2)C1C (stereo not drawn),0.4,-1.6,-7.4,i,i,i,i,i,i,i,i
CNC(=O)C1=NCCCc2cc(OC)c(OC)cc21,15.1,2.9,-7.9,i,i,i,i,i,i,i,i
Cc1cc(C)c2ccc(N)nc2c1O,-0.3,4.3,-9.1,i,i,i,i,i,i,i,i
